Compound activity from PubChem BioAssay.
RORgamma inh = qHTS for inhibitors of ROR gamma transcriptional activity; Nuclear receptor ROR-gamma (Mus musculus), P51450; Drosophila S2 Gal4-RORgamma UAS-luciferase reporter, 20 h; Potency, µM (titrated, usually from 53.6 µM), without a hit: top-dose activity change, negative = inhibition, actives largely listed as inhibitors; 310,000 compounds, 5.4% hits; AID 2551, 2010; further: on the % scale 0 is the no-effect control and ±100 the full control effect; nearly all actives have a fitted effect of over 60% in size
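Compounds are pin-transferred onto Drosophila Schneider cells expressing a copper-inducible Gal4–ROR gamma transactivation domain fusion. After 1 hr, copper sulfate is added to 700 uM final; luciferase is read 20 hr later.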
NPC1 prom act = qHTS Assay for NPC1 Promoter Activators; Huh7 NPC1 promoter luciferase reporter, 24 h; Potency, µM (highest dose often 9.22 µM), without a hit: at the highest dose activation, usual class: activators; 320,000 compounds, 2.4% hits;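 further: % of control where 0% means no effect; nearly all actives have a fitted effect of over 60% in size; reporter is driven by a mutant NPC1 promoter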
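Stably transfected Huh7 (NPC1 promoter→luciferase), 1500 cells/well in Opti-MEM + 10% FBS, 2 h settle, then compound 24 h at 37 °C. Luminescence after 10 min with Amplite reagent.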
ELG1 genotox = qHTS screen for small molecules that induce genotoxicity in human embryonic kidney (HEK293T) cells expressing luciferase-tagged ELG1; HEK293T ELG1-luciferase reporter, luminescence, 16 h; Potency, µM (top dose mostly 46 µM), for inactives: at the top dose activity change, positive = activation, usual class: activators; 330,000 compounds, 1.3% hits; AID 504466, 2011; further: % of control where 0% means no effect; nearly all actives have a fitted effect of over 60% in size
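Screening used a luciferase reporter fused to human ELG1 in HEK293T cells. Luminescence was read on a CCD plate imager after 16 hr exposure and 30 min ONE-Glo incubation.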
BRCA1 expr act = qHTS Assay to Identify Small Molecule Activators of BRCA1 Expression; Potency, µM (top dose mostly 46.1 µM), without a hit: at the top dose activation, most hits filed as activators; MCF7-BRCA1-FFLuc reporter, luminescence, 48 h; response scale: scaled: vehicle 0%, 10 µM genistein 100%; 380,000 compounds, 1.1% hits; further: nearly all actives have a fitted effect of over 80% in size; some results filed as inactive show a strong effect at the top dose
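MCF7-BRCA1-FFLuc cells, 2000/well in phenol-red-free MEM, attached 2 h then treated 48 h at 37 C. Luciferase luminescence read 15 min after reagent; normalized to genistein maximum activation (10microM) and DMSO, concentration-response fitted.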
p53 reactivation = qHTS assay for re-activators of p53 using a Luc reporter; H1299 p53-A138V BP100-luciferase reporter, luminescence, 24 h; Potency, µM (titrated, usually from 92.2 µM), for inactives: at the highest dose activity change, positive = activation, most hits filed as activators; 320,000 compounds, 0.063% hits; AID 504706, 2011; further: % of control where 0% means no effect; nearly all actives have a fitted effect of over 45% in size
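p53-null H1299 cells stably carrying temperature-sensitive p53-A138V and a BP100-luciferase reporter were pinned with compounds (4-point, 1:5 series) and held 24 hrs at 37 deg C. Luminescence was read 10 min after detection reagent.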
MLL CXXC-DNA inh = qHTS Fluorescence Polarization Assay for Inhibitors of MLL CXXC domain - DNA interaction; Histone-lysine N-methyltransferase 2A (Homo sapiens), Q03164; 290,000 compounds, 0.037% hits; Potency, µM (series often up to 115 µM), for inactives: at the highest dose activity change, negative = inhibition, hits mostly inhibitors; MLL-CXXC / FITC-HOXA9 DNA fluorescence polarization; AID 2662, 2010; active means well fitted inhibition curve with a large enough effect in the polarisation, with a control signal flat, not every such curve was filed as active; inconclusive means small, poorly fitted or top-dose-only effect, or effect the other way, or a change in a side signal; inactive means no such curve, though single readings can be large or run the other way; the % refers to the polarisation
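Fluorescence polarization: 7 uM MLL-CXXC (stock) preincubated 5 min with compounds, then 50 nM fluorescein-HOX-A9 DNA (stock) added; 30 min ambient. Buffer 50 mM Tris-HCl pH 7.5, 50 mM NaCl, 1 mM DTT, 0.05% BSA.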
uPA generation = qHTS for Inhibitors of Cell Surface uPA Generation; 330,000 compounds, 0.31% hits; Potency, µM (top dose mostly 38.3 µM), for the others: top-dose activity change, negative = inhibition, usual class: inhibitors; cell surface uPA generation assay, qHTS; active means well fitted inhibition curve with a large enough effect; inconclusive means small, poorly fitted or top-dose-only effect; inactive means no such curve, though single readings can be large or run the other way; tested in mouse RAW 264.7 cells; further: on the % scale 0 is the no-effect control and ±100 the full control effect; nearly all actives have a fitted effect of over 55% in size
MBNL1 CUG block = qHTS Assay for Inhibitors of MBNL1-poly(CUG) RNA binding; TR-FRET MBNL1-His/biotin-(CUG)12 binding, 665/545 ratio; Potency, µM (series often up to 57.5 µM), for inactives: top-dose activity change, negative = inhibition, usual class: inhibitors; 280,000 compounds, 0.036% hits; active means well fitted inhibition curve with a large enough effect in the signal ratio, with a control signal flat, not every such curve was filed as active; inconclusive means small, poorly fitted or top-dose-only effect, or effect the other way, or a change in a side signal; inactive means no such curve, though single readings can be large or run the other way; the % refers to the signal ratio; further: on the % scale 0 is the no-effect control and ±100 the full control effect
Target sequence (Q9NR56 whole entry, looked up): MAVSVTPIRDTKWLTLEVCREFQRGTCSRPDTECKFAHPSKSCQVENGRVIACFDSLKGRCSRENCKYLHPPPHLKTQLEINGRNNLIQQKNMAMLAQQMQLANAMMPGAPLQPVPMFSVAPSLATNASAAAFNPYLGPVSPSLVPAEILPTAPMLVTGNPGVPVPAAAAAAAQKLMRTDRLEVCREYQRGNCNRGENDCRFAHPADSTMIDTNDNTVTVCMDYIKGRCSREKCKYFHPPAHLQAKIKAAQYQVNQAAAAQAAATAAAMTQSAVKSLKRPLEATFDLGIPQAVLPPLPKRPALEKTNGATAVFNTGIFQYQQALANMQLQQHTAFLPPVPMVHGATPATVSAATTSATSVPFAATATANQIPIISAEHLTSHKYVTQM
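Compounds (final 92 nM to 58 uM) are added to His-tagged MBNL1 and biotin-(CUG)12, then terbium anti-His antibody and streptavidin-XL665 (5 nM final). After 60 min at room temperature, the 665/545 nm ratio is read.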
FLuc counter = qHTS profiling assay for firefly luciferase inhibitor/activator using purifed enzyme and Km concentrations of substrates (counterscreen for miR-21 project); Luciferin 4-monooxygenase (Photinus pyralis), P08659; purified FLuc, Km substrates, luminescence inhibition; Potency, µM (top dose mostly 57.5 µM), inactives show top-dose activity change, negative = inhibition, most hits filed as inhibitors; 360,000 compounds, 6.9% hits;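 further: plate controls were vehicle for no effect and reference inhibitor for full effect; nearly all actives have a fitted effect of over 55% in size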
Target sequence (P08659 whole entry, looked up): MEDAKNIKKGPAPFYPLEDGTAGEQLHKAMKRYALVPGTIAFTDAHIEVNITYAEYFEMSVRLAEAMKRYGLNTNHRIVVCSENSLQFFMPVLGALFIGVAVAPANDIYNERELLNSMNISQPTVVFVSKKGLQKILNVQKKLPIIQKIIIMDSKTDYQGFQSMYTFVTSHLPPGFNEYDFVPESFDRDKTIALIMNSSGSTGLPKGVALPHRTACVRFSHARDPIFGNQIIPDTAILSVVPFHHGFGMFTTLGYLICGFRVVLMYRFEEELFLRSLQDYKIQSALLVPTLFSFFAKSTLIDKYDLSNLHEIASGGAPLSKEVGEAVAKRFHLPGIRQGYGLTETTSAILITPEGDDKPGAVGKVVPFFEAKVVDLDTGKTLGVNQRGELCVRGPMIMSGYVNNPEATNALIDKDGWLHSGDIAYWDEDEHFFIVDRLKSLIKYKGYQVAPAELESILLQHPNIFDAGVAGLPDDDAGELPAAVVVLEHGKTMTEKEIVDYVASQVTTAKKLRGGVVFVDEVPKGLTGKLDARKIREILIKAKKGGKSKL
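Purified P. pyralis luciferase (10nM final) with 10uM D-luciferin and 10uM ATP (Km levels) in 50mM Tris acetate pH 7.5, 10mM Mg acetate, 0.01% Tween-20, 0.05% BSA; qHTS 6-point titration, ~60 µM downward; luminescence read.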
Rab9 promoter act = qHTS Assay for Rab9 Promoter Activators; 320,000 compounds, 2.8% hits; Huh7 Rab9 promoter-luciferase reporter, luminescence, 24 h; Potency, µM (doses to about 9.22 µM), for the others: top-dose activation, negative = inhibition, hits mostly activators; further: % of control where 0% means no effect; nearly all actives have a fitted effect of over 60% in size
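Stable Rab9-luc Huh7, 1500 cells/well, 2 h settle; cmpd in DMSO, 24 h, 37 °C/5% CO2; luciferase reagent 10 min RT; luminescence.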
Gal4-VP16 FLuc = VP16 counterscreen qHTS for inhibitors of ROR gamma transcriptional activity; Drosophila S2 Gal4-VP16 UAS-luciferase, luminescence, 20 h; 310,000 compounds, 3.5% hits; Potency, µM (top dose mostly 53.6 µM), inactives show at the top dose activity, negative = inhibition, hits mostly inhibitors;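 further: Gal4-VP16 expression switched on by copper sulfate through the metallothionein promoter; on the % scale 0 is the no-effect control and ±100 the full control effect; nearly all actives have a fitted effect of over 50% in size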
* marks the source's active call; other numbers are inactive results; ? = inconclusive; . = not tested or not shown; [ ] = remark or other dose. Unless noted, the call rests on the fitted dose curve; in most records, active means well fitted curve in the direction sought with a large enough effect; inconclusive means small, poorly fitted or top-dose-only effect, or another doubt; inactive means no such curve, though single readings can be large; an effect the other way counts as inactive or inconclusive. Potency means the concentration at half of the fitted maximal effect. The list is partial; the hit share may differ from the screen's.

cpd	SMILES	BRCA1 expr act	Rab9 promoter act	p53 reactivation	Gal4-VP16 FLuc	NPC1 prom act	RORgamma inh	FLuc counter	ELG1 genotox	MBNL1 CUG block	uPA generation	MLL CXXC-DNA inh
1	O=S(=O)(c1cccc2cccnc12)N1CCN(c2ccccc2)CC1	3%	9%	0%	-15%	2%	?	-1%	0%	1%	.	-14%
2	CCOCc1nnc(NC(=O)COc2ccc3c(c2)OCO3)s1	4%	0%	-2%	1%	0%	-23%	1%	6%	-2%	-2%	0%
3	Cc1ccc(NS(=O)(=O)N2CCOCC2)cc1Cl	-18%	7%	?	30%	0%	0.35µM*	2%	2%	1%	-5%	6%
4	CCOC(=O)C(=Nc1ccc(Cl)cc1)NO	5%	1%	-6%	0%	-1%	4%	1%	2%	-6%	-5%	7%
5	CN(C)c1ccc(CN(C(=O)C2COc3ccccc3O2)C2CCS(=O)(=O)C2)cc1 (stereo not given)	-2%	3%	0%	4%	3%	?	1%	-5%	-11%	1%	3%
6	O=C(Nc1ccnn1C1CCN(C/C=C/c2ccccc2)CC1)c1cccc(F)c1	25%	9%	20%	-7%	2%	1%	1%	0%	-6%	10%	2%
7	O=C(CCS(=O)(=O)c1cccs1)Nc1ccc(C(=O)NCc2cccs2)cc1	1%	7%	0%	?	-1%	26%	-2%	1%	-3%	.	-5%
8	CCc1ccc(NC(=S)/N=C(\N)Nc2nc(C)c3cc(CC)ccc3n2)cc1	-15%	-30%[inhibitor]	-1%	7.1µM*	-28%	1.1µM*	-8%	.	2%	-17%	4%
9	CC(C)N1CCN(Cc2ccc(OC3CCCC3)cc2)CC1CCO (stereo not given)	-7%	-2%	.	2%	2%	-18%	1%	-3%	0%	-12%	3%
10	Cc1ccn2cc(-c3ccc(NC(=O)c4ccco4)cc3)nc2c1	-21%	1.4µM*	?	?	3.2µM*	-23%	3.4µM*	?	-15%	-5%	-2%
11	N#Cc1c(NC(=O)CSc2nnc(-c3ccccc3O)n2-c2ccccc2)sc2c1CCCC2	-27%	-1%	2%	-1%	-3%	0%	3%	-12%	4%	-2%	41%[activator]
12	COc1ccc(NC(=O)COc2ccc(C(=O)c3ccc(F)cc3)cc2)cc1S(N)(=O)=O	-30%	-4%	5%	-24%	-1%	1%	?	-40%[inhibitor]	0%	-19%	14%
13	Cc1cccc(NC(=S)Nc2c(C)n(C)n(-c3ccccc3)c2=O)c1C	-10%	-2%	28%	5%	-3%	-16%	10%	-2%	-2%	-2%	0%
14	C=CCOC(=O)/C(=C/c1cccc2ccccc12)NC(=O)c1ccccc1	42%	20%	10%	?	10%	45%	19µM*	10%	0%	0%	6%
15	CC(C)(C)c1ccc(OCCC(=O)OCC(=O)Nc2cccnc2Cl)cc1	-14%	-1%	-1%	.	-3%	.	?	8%	.	?	.
16	Cc1cc(C)nc(SCC(=O)OCC(=O)N(C)c2c(N)n(Cc3ccccc3)c(=O)[nH]c2=O)n1	-9%	10%	-11%	-3%	-1%	-14%	0%	1%	-5%	12%	-8%
17	CCc1noc(C)c1C(=O)N1CCCSC1=Nc1ccccc1C(C)C	-37%	-7%	-7%	.	0%	.	-12%	-2%	.	4%	.
18	O=C(NCC1CCCO1)c1cc2c(=O)[nH]c3ccccc3c2s1 (stereo not given)	25%	3%	-3%	-3%	0%	27%	-1%	0%	144%[activator]	8%	11%
19	O=C(Cc1cccc2ccccc12)NCC(=O)Nc1ccccc1F	-17%	3%	-17%	-3%	3%	25%	-6%	1%	-4%	1%	?
20	CCOC(=O)C1CCN(c2nc3ccccc3nc2C(C#N)C(=O)NCCc2ccccc2)CC1 (stereo not given)	.	-3%	?	-6%	?	4%	19µM*	27%	-9%	.	-6%
21	COc1ccccc1NS(=O)(=O)c1cc(NC(=O)C2CC2)ccc1N1CCOCC1	.	9%	-3%	-7%	-3%	29%	-16%	-1%	-3%	.	-8%
22	Cc1ccc(C)c(NC(=O)CN(C)C(=O)c2cccc(N3C(=O)CCC3=O)c2)c1	0%	-8%	17%	.	0%	.	0%	0%	.	2%	.
23	CSCCC(NC(=O)c1ccc(Cl)cc1Cl)C(=O)NCc1ccncc1 (stereo not given)	-6%	0%	-2%	.	-1%	.	1%	1%	.	4%	.
24	Fc1ccc(N/N=C/c2cccnc2)c(F)c1	5.6µM*	?	0%	-17%	?	26%	?	?	16%	-1%	-8%
25	CCN(C(=O)COC(=O)c1cc(-c2cccs2)nc2ccccc12)C1CCS(=O)(=O)C1 (stereo not given)	0%	2%	-3%	-13%	-8%	2%	?	-10%	?	-9%	4%
26	Cc1cc(C)c(OCC(=O)NCC2COc3ccccc3O2)c(C)c1 (stereo not given)	-20%	1%	-11%	.	-2%	.	.	1%	.	7%	.
27	COC(=O)c1cc2c(C)cc3ccc(C)cn3c-2c1C(=O)OC	5%	1%	-7%	-9%	5%	-4%	-13%	-8%	238%[activator]	2%	-7%
28	CCn1c(Cc2ccccc2)nnc1SCC(=O)c1cccc([N+](=O)[O-])c1	21%	-9%	2%	5%	-6%	8%	-13%	-3%	?	-1%	5%
29	CC(=O)NCc1nnc2c3ccccc3c(-c3ccccc3)nn12	0%	0%	-5%	0%	-5%	16%	-1%	18%	0%	3%	-2%
30	COc1ccc(CCNC(=O)CCCc2ccccc2)cc1	35%	3%	.	13%	-5%	4%	2%	-1%	0%	8%	-1%

Reformatted screen by screen: 2 of the compounds above
6. O=C(Nc1ccnn1C1CCN(C/C=C/c2ccccc2)CC1)c1cccc(F)c1
7. O=C(CCS(=O)(=O)c1cccs1)Nc1ccc(C(=O)NCc2cccs2)cc1

| compound no. | 6 | 7 |
| --- | --- | --- |
| BRCA1 expr act | 25% | 1% |
| Rab9 promoter act | 9% | 7% |
| p53 reactivation | 20% | 0% |
| Gal4-VP16 FLuc | -7% | ? |
| NPC1 prom act | 2% | -1% |
| RORgamma inh | 1% | 26% |
| FLuc counter | 1% | -2% |
| ELG1 genotox | 0% | 1% |
| MBNL1 CUG block | -6% | -3% |
| uPA generation | 10% | . |
| MLL CXXC-DNA inh | 2% | -5% |

Complete entries, looked up by structure. Order of screens: BRCA1 expr act | Rab9 promoter act | p53 reactivation | Gal4-VP16 FLuc | NPC1 prom act | RORgamma inh | FLuc counter | ELG1 genotox | MBNL1 CUG block | uPA generation | MLL CXXC-DNA inh
Shown for CCn1c(Cc2ccccc2)nnc1SCC(=O)c1cccc([N+](=O)[O-])c1 = 21% | -9% | 2% | 5% | -6% | 8% | -13% | -3% | ? | -1% | 5%
Shown for Fc1ccc(N/N=C/c2cccnc2)c(F)c1 = 5.6µM* | ? | 0% | -17% | ? | 26% | ? | ? | 16% | -1% | -8%

(next part)
cpd	SMILES	BRCA1 expr act	Rab9 promoter act	p53 reactivation	Gal4-VP16 FLuc	NPC1 prom act	RORgamma inh	FLuc counter	ELG1 genotox	MBNL1 CUG block	uPA generation	MLL CXXC-DNA inh
31	COc1ccc(/C(O)=C2\C(=O)C(=O)N(c3cc(C)on3)C2c2cccc(OC)c2OC)cc1C (stereo not given)	1%	4%	-8%	2%	0%	-1%	4%	3%	71%[activator]	-4%	-6%
32	O=C(CSc1nnnn1-c1ccccc1)N1CCc2ccccc21	41%	.	.	-3%	.	6%	-5%	.	2%	5%	0%
33	O=C(O)CCCC(=O)Nc1cccc(C(F)(F)F)c1	-8%	-1%	4%	1%	-1%	-5%	0%	2%	0%	-7%	-1%
34	COc1ccc(N2CC(C(=O)N[C@@H](C)C(=O)N3CCCCC3)CC2=O)cc1 (stereo not given in full)	0%	-2%	7%	-6%	-3%	-8%	-1%	0%	-5%	4%	5%
35	Cc1cc(Cl)ccc1OCCCC(=O)NCCCn1ccnc1	-4%	-3%	1%	-2%	-5%	27%	-3%	-2%	-4%	-9%	-1%
36	Cc1ccc(OCC(=O)Nc2nc(C)c(Cl)cc2Cl)c([N+](=O)[O-])n1	0%	1%	3%	.	8%	.	-2%	0%	.	6%	.
37	CCNC(=S)N/N=C/c1cccc(OCc2c(F)cccc2Cl)c1	-23%	-7%	13%	0.71µM*	3%	0.71µM*	17µM*	-4%	-4%	-6%	-7%
